XIAP displacement = XIAP antagonists, biochemical, IAP family, fluorescence polarization (AID 1018); E3 ubiquitin-protein ligase XIAP (Homo sapiens); XIAP BIR domain, fluorescence polarization peptide displacement; higher % means a stronger effect; displacement, % at 20 µM, or IC50 in µM where a hit was titrated; 200,000 tested, 0.007% active; in the data active = displacement above about 50%; note: a part of the inactive calls stands beside numbers as strong as those of hits
SIAH1 antagonists = Siah-1 peptide-binding antagonists, primary screen, biochemical, fluorescence polarization, rhodamine-plectin, uHTS (AID 1817) | Siah-1 / rhodamine-plectin peptide fluorescence polarization; higher % means a stronger effect | displacement, % at 20 µM, or IC50 in µM where a hit was titrated | 290,000 tested, 0.02% active;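 active = displacement of at least 50% at 20 µM, with a fluorescence ratio check between 0.3 and a set limit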;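 note: plate controls were Siah plus tracer with DMSO for no effect and tracer alone without Siah for full effect; strong numbers were not always called active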
RSV CPE inhibition = RSV antiviral activity via CPE protection, HEp-2 cells, primary 10 µM value included (AID 2391); HEp-2 cells, RSV-induced CPE inhibition; higher % means a stronger effect; CPE inhibition, % at 10 µM; hits with a dose series show IC50 in µM; 310,000 tested, 0.13% active; in the data active = a potency from the dose series; inconclusive = CPE inhibition mostly from about 23% at the one dose, without a potency; inactive = the rest, 99 in 100 with CPE inhibition below about 21%; note: strong numbers were not always called active
HIV fusion peptide = inhibitors of HIV fusion peptide binding, primary screen, biochemical, uHTS, fluorescence dequenching (AID 1986). cell-free peptide binding, fluorescence dequenching, 30 min; higher % means a stronger effect. inhibition, % at 20 µM, or IC50 in µM where a hit was titrated. 290,000 tested, 0.3% active; in the data active = inhibition mostly above about 52%, no sharp cut-off; inactive = mostly below about 76%; note: some results filed as inactive read as strong as hits
AID2073 = inhibitors of Mint1-CaV2.2 protein interaction, biochemical, HTRF (AID 2073) | Voltage-dependent N-type calcium channel subunit alpha-1B (Homo sapiens) | HTRF protein-protein interaction, Mint1-CaV2.2; higher % means a stronger effect | inhibition, % at 20 µM; hits with a dose series show IC50 in µM | 290,000 tested, 0.19% active; in the data active = inhibition mostly above about 51%, no sharp cut-off; inconclusive = no clear call, values can overlap the other calls; inactive = mostly below about 53%; note: some results filed as inactive read as strong as hits
LYP inhibition = inhibitors of LYP phosphatase, biochemical, fluorescence intensity, uHTS (AID 1779) | inhibition, % at 11.5 µM, or IC50 in µM where a hit was titrated | recombinant LYP phosphatase, fluorescence intensity; higher % means a stronger effect | Tyrosine-protein phosphatase non-receptor type 22 (Homo sapiens) | 290,000 tested, 0.054% active; in the data active = inhibition above about 50%;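 note: plate controls were vehicle with enzyme for no effect and no enzyme for full effect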
MgcRacGAP inhibition = MgcRacGAP GTPase-activating activity inhibitors, confirmation, biochemical, ADP Hunter fluorescence. Rac GTPase-activating protein 1 (Homo sapiens). MgcRacGAP-stimulated Rac1 GTP hydrolysis, ADP Hunter fluorescence; higher % means a stronger effect; GST-tagged Rac1 F28L mutant substrate. inhibition, % at 30 µM; hits with a dose series show IC50 in µM. 340,000 tested, 0.6% active. AID 624330, 2012;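 active = first-screen hits whose inhibition reached a set limit at any dose in the follow-up dose series; inconclusive = inhibition above the set first-screen limit but never retested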;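 note: fluorescence reports GDP produced by GAP-driven GTP hydrolysis; strong numbers were not always called active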
Large T inhibition = SV40 large T antigen inhibitors, biochemical (AID 1903); one-dose inhibition, % at 20 µM; IC50 in µM for titrated hits; SV40 large T antigen ATPase/helicase inhibition assay; higher % means a stronger effect; 310,000 tested, 0.39% active; in the data active = a potency from the dose series; inconclusive = inhibition mostly from about 32% at the one dose, without a potency; inactive = the rest, 99 in 100 with inhibition below about 32%; note: strong numbers were not always called active
NS5 inhibitors = Dengue-2 NS5 methyltransferase inhibitors, primary screen, biochemical, confirmation dose response (AID 588689); Dengue-2 NS5 methyltransferase capping enzyme assay, biochemical; higher % means a stronger effect; 340,000 tested, 0.3% active; Genome polyprotein (Dengue virus type 2 (strain 16681-PDK53)); one-dose inhibition, % at 25 µM; IC50 in µM for titrated hits; in the data active = a potency from the dose series; inconclusive = inhibition above about 29% without an active follow-up result
NS5 inhibitors pilot replicate = further read-out of NS5 inhibitors, marked with its call; inhibition, %; measured here: pilot screen replicate inhibition
The depositor's hits bear a star; ? = inconclusive; . = no result given.

SMILES | XIAP displacement | SIAH1 antagonists | RSV CPE inhibition | HIV fusion peptide | AID2073 | LYP inhibition | MgcRacGAP inhibition | Large T inhibition | NS5 inhibitors | others
CC(=O)N(c1ccccc1C)C1CCCC1 | -4.6% | 4% | 2.6% | 0.4% | -1% | -7% | 5% | 7% | -7%
CCCCCn1c(CN(C)Cc2ccccc2)nc2c1c(=O)n(C)c(=O)n2C | -8.2% | -2% | . | -2.9% | -2% | -1% | 1% | 6% | -6%
CCOc1cc(N2CCOCC2)c(OCC)cc1NC(=O)c1cc(-c2ccco2)nc2ccccc12 | 1.9% | 4% | 0.0% | 1.9% | 14% | 10% | 11% | 5% | 0%
CN(C)c1ccc(C(=O)OCC(=O)NC2CCCCCC2)cc1 | -3.5% | -5% | 0.4% | 2.0% | 15% | 13% | 4% | 6% | -10%
C=CCNC(=O)CSc1nnc(-c2ccncc2)n1CCc1ccccc1 | -1.5% | -1% | 0.4% | -2.8% | 5% | -3% | -5% | 3% | 12%
CNc1nc(Sc2cccc(C(F)(F)F)c2)cc(C(F)(F)F)n1 | 0.8% | 0% | 22% | -0.2% | 2% | 0% | 8% | 2% | -5% | NS5 inhibitors pilot replicate=0.3
CCN(CC)CCCn1c2c(c(SCC(=O)Nc3ccc(F)c(F)c3)nc1=O)CCC2 | . | . | 1.9% | . | . | . | 6% | 9% | -1%
O=C(C1CCN(c2nc(-c3ccccc3)nc3c2CCC3)CC1)N1CCCC1 | . | -6% | 3.0% | 0.0% | 6% | -11% | 14% | 20% | -5%
CN(C)CCN(C(=O)CN1C(=O)c2ccccc2C1=O)c1nc2cc3c(cc2s1)OCO3 | . | 3% | 0.3% | -2.5% | 4% | -10% | 7% | 4% | -1%
COc1ccc(CNC(=O)[C@H](Cc2ccccc2)NC(=O)C2CCNCC2)cc1 | . | 12% | 1.1% | 1.5% | -6% | -9% | -1% | 11% | -6%
CCOC(=O)c1c(C)oc2c1c(C=NCC1CCCO1)c(O)c1ccccc12 (stereo not drawn) | -4.1% | 6% | . | 3.5% | 2% | -10% | 4% | 12% | 10%
Cc1cccc2cc(CN(Cc3cccs3)S(=O)(=O)c3ccc4c(c3)OCCO4)c(=O)[nH]c12 | -9.4% | 3% | 2.1% | 0.0% | 10% | 9% | 8% | 28% | 4%
O=C(NCCCN1CCOCC1)C1CCN(S(=O)(=O)c2ccccc2)CC1 | . | . | -2.2% | . | . | . | 5% | 8% | -7%
NC(=O)COC(=O)c1oc2ccccc2c1CSc1ccc(Cl)cc1 | 3.8% | -7% | 4.5% | 1.6% | 0% | -8% | 1% | 18% | .
CCOc1ccc(S(=O)(=O)NCCC(=O)N2CC(C)OC(C)C2)cc1 (stereo not drawn) | . | . | 0.6% | . | . | . | 3% | 5% | -3%
Cn1c(=O)c2c(ncn2CC(COCc2ccccc2)OCc2ccccc2)n(C)c1=O (stereo not drawn) | . | -1% | -2.1% | -0.2% | -10% | -4% | 1% | 6% | -8%
Cn1c(NCCN(CCO)CCCc2ccc([N+](=O)[O-])cc2)cc(=O)n(C)c1=O | . | . | 2.4% | . | . | . | 9% | 6% | -3%
COc1ccc(N2CCN(C(=O)COC(=O)Cc3cccc(OC)c3)CC2)cc1 | . | . | -0.5% | . | . | . | 23% | 17% | 1%
O=C(CN(c1ccc2c(c1)OCCO2)S(=O)(=O)c1ccccc1)NCc1ccco1 | 1.2% | 0% | 0.2% | 0.2% | 6% | -5% | 6% | 14% | -3%
COCc1cc(OC)nc(-c2csc(C)n2)n1 | . | 0% | 1.6% | 0.8% | 2% | -10% | 6% | 7% | 3%
N#Cc1ccc(/C=N/N=C(N)N)cc1 | -0.7% | 11% | 0.5% | 33% | 22% | 4% | 9% | 4% | -3%
COc1ccc(N2CCN(C(=O)c3ccc(Cn4c(=S)[nH]c5ccc(N6CCOCC6)cc5c4=O)cc3)CC2)cc1 | -3.6% | 8% | 21% | -3.7% | 37% | 7% | 5% | 5% | -6%
COc1cccc(C2SCC(=O)N2c2ccc(C)cc2)c1OC (stereo not drawn) | -1.2% | 1% | 1.5% | -0.5% | -2% | 0% | 9% | 9% | 0%
CN(C)c1ccc(/C=C2\C(=N)N3N=C(CC(=O)N4CCCCC4)SC3=NC2=O)cc1 | . | -6% | 2.0% | 57% | 12% | 1% | 4% | 11% | -55%
Cc1cc(=O)[nH]c(NN=C(CC(C)C)CC(C)C)n1 | . | 3% | -1.2% | 0.2% | 7% | -2% | 4% | 9% | -3%

Random excerpt: 3 compounds from above, in no set order.
SMILES | XIAP displacement | SIAH1 antagonists | RSV CPE inhibition | HIV fusion peptide | AID2073 | LYP inhibition | MgcRacGAP inhibition | Large T inhibition | NS5 inhibitors | others
CN(C)c1ccc(C(=O)OCC(=O)NC2CCCCCC2)cc1 | -3.5% | -5% | 0.4% | 2.0% | 15% | 13% | 4% | 6% | -10%
O=C(CN(c1ccc2c(c1)OCCO2)S(=O)(=O)c1ccccc1)NCc1ccco1 | 1.2% | 0% | 0.2% | 0.2% | 6% | -5% | 6% | 14% | -3%
Cn1c(NCCN(CCO)CCCc2ccc([N+](=O)[O-])cc2)cc(=O)n(C)c1=O | . | . | 2.4% | . | . | . | 9% | 6% | -3%

New compounds follow
SMILES | XIAP displacement | SIAH1 antagonists | RSV CPE inhibition | HIV fusion peptide | AID2073 | LYP inhibition | MgcRacGAP inhibition | Large T inhibition | NS5 inhibitors | others
CC(C)(C)c1ccc(C(=O)N/N=C/c2ccc(OCCCF)cc2)cc1 | -1.1% | -1% | 2.5% | 0.0% | 22% | -10% | 4% | -5% | 3%
Cc1cc(C(=O)N/N=C/c2cccnc2)c(C)o1 | -4.9% | 12% | 0.1% | -0.6% | 0% | 3% | 0% | 12% | 1%
COC(=O)C1(CC2CC(c3ccccc3)=NO2)CCN(C(=O)OC(C)(C)C)CC1 (stereo not drawn) | . | . | -1.8% | . | . | . | 8% | 12% | -13%
O=[N+]([O-])c1ccccc1OCCCn1cnc2ccccc21 | -1.9% | 1% | . | 2.8% | -1% | -2% | 13% | 7% | -7%
O=c1oc2ccccc2c(Nc2ccccc2O)c1[N+](=O)[O-] | -4.7% | -7% | -0.7% | -0.9% | 26% | -7% | 2% | 26% | -6%
COc1ccc(CCNS(=O)(=O)CCNC(=O)c2ccccc2)cc1 | . | . | -1.1% | . | . | . | 2% | 4% | 4%
CCC(C)(CC(=O)N(C)CCC#N)c1ccccc1 (stereo not drawn) | -3.1% | 2% | 0.9% | -1.1% | -9% | -1% | 7% | 9% | 2%
O=C(Cn1ncnn1)OCc1ccccc1Cl | -4.9% | 3% | -0.1% | 1.6% | 6% | -6% | 11% | 23% | -5%
COc1cccc(NC(=O)CSc2nnc(-c3cc(C)n(-c4ccccc4)c3C)o2)c1 | 0.0% | 1% | 15% | 1.5% | -1% | 9% | 6% | 3% | -3%
COc1ccc(N2C(=O)CC(N3CCN(C4CCc5ccccc5C4)CC3)C2=O)cc1 (stereo not drawn) | -0.9% | -2% | 1.1% | -1.1% | 14% | -2% | 9% | 20% | -3%
CCCOc1cccc(-c2cc(C(=O)N/N=C/c3ccccn3)c3ccccc3n2)c1 | . | -6% | 11% | 0.5% | 2% | 6% | 7% | 29% | -5%
Cc1cc(NN)nc2ccc(Cl)cc12 | -2.5% | -3% | -2.8% | 2.1% | 44% | -1% | 5% | 10% | -8%
CC1CN(S(=O)(=O)c2ccc(C(=O)Nc3ccc(S(=O)(=O)Nc4ncccn4)cc3)cc2)CC(C)O1 (stereo not drawn) | -4.2% | 0% | 1.9% | -0.6% | 9% | -8% | 1% | 8% | -6%
CN(CC1CCOCC1)C(=O)c1ccc2nc(Cc3cccc(Cl)c3)oc2c1 | . | 2% | 17% | -0.2% | 10% | -7% | 6% | 4% | -6%
CCC1CCCCN1C(=O)CSc1nc(N)cc(=O)[nH]1 (stereo not drawn) | . | 11% | 4.4% | -1.5% | 12% | -4% | 10% | 10% | -1%
O=C(NCC1CCCO1)C1C2C=CC3(CN(Cc4cccs4)C(=O)C13)O2 (stereo not drawn) | -19% | 1% | -0.5% | -2.3% | -2% | -10% | 9% | 6% | 2%
Cc1c([N+](=O)[O-])c(N)nn1C | . | -1% | 1.1% | -1.3% | -8% | -7% | 5% | 3% | 2%
NC(=O)c1cnn2c(C(F)(F)F)cc(-c3ccccc3)nc12 | -3.2% | -2% | 19% | 0.0% | 13% | -5% | -2% | 6% | .
O=C(/C=C/c1ccc2c(c1)OCCO2)c1ccc(O)cc1 | . | -6% | 0.8% | -1.4% | 14% | 4% | 11% | 7% | -9%
CCN(CC)C(=O)C1CC(=O)N(c2ccc(F)c(Cl)c2)C1 (stereo not drawn) | 1.7% | 0% | 1.6% | 2.0% | -3% | 0% | 13% | -2% | 1%
Cn1nc(C(=O)OCC(=O)c2ccc[nH]2)c2ccccc2c1=O | -6.8% | 11% | 1.0% | 1.5% | 8% | -7% | 3% | 2% | -1%
CCc1c(C)nc(N)n2c(SCC(=O)Nc3ccccc3OC)nnc12 | -5.9% | -3% | 0.0% | -1.9% | 3% | -8% | 8% | 18% | -3%
Nc1cc2c3c(cccc3c1)C(=O)N(CCN1CCCC1)C2=O | . | 3% | -1.0% | 13% | 36% | -6% | 17% | 5% | ?
COc1cc(/C=C/C(=O)O)cc(S(=O)(=O)Nc2ccc3c(c2)CCC3)c1OC | . | 24% | 0.3% | 4.1% | 2% | -5% | -4% | 8% | -4%
CCN1CC(CN(C)Cc2nc(Cc3ccccc3)no2)CC1=O (stereo not drawn) | -2.9% | 3% | 0.4% | -0.1% | 14% | -9% | 9% | 8% | -1%

(listing goes on)
SMILES | XIAP displacement | SIAH1 antagonists | RSV CPE inhibition | HIV fusion peptide | AID2073 | LYP inhibition | MgcRacGAP inhibition | Large T inhibition | NS5 inhibitors | others
COc1ccc(CN2CCN(C(=O)c3ccco3)CC2)cc1OC | -5.9% | 6% | -1.0% | 0.8% | 3% | -5% | 11% | 7% | -4%
Cc1cccc(NC(=O)C2CCCN(c3ncnc4c3nc3n4CCCCC3)C2)n1 (stereo not drawn) | . | 2% | 1.6% | 0.9% | -1% | -7% | 12% | 12% | -3%
C(=N\NC1=Nc2cccc3cccc1c23)/c1ccccn1 | -5.5% | -7% | . | 10% | 11% | 0% | 5% | 10% | -29%
O=C(O)/C=C/C(=O)Nc1ccc(C2(c3ccc(NC(=O)/C=C/C(=O)O)cc3)c3ccccc3-c3ccccc32)cc1 | . | 4% | -0.5% | 15µM* | 34% | -2% | 8% | 22% | 18µM*
C/C(=N\NC(=O)CC#N)c1cc2ccc(O)cc2oc1=O | -5.2% | -5% | 0.3% | 19% | 18% | -41% | 12% | 22% | 10%
Cc1nc([N+](=O)[O-])cn1Cc1cccc2ccccc12 | . | -5% | 9.6% | 2.4% | -7% | 0% | 5% | 7% | 1% | NS5 inhibitors pilot replicate=1.5

Bioassay records (PubChem)
